Giardia killer: Giardia lamblia killing; activity change, % at 7.66 µM, hits read low; AID 540267; actives 0.15% (n = 340,000); Giardia lamblia trophozoite viability; in the data active = activity change below about -80%; inconclusive = between about -30% and that limit;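 note: parasites exposed to compound for two days anaerobically before the ATP read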
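Luminescence from cellular ATP indicates surviving trophozoites (100 cells/well) following 48 hrs anaerobic compound treatment at 37 deg C; signal develops 15-30 min at room temperature.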
PKM2 act: PKM2 (human) enzyme activation | P14618 | purified PKM2, Kinase-Glo ATP luminescence, activation; response scale: 0% is enzyme alone, no compound | Potency, µM (highest dose often 57.5 µM), for the others: at the highest dose activation, most hits filed as activators | actives 0.34% (n = 260,000) | AID 1631; note: potency is the fitted concentration of half-maximal effect; nearly all actives have a fitted effect of over 55% in size
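hPK-M2, >95% pure; 0.1 mM ADP / 0.5 mM PEP final; imidazole pH7.2 buffer w/ 7 mM MgCl2, 50 mM KCl; 1 h RT; Kinase-Glo lum. Intermediate enzyme activity for dual inhibitor/activator qHTS.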
uPA generation: cell surface uPA generation inhibition; cell surface uPA generation assay, qHTS; Potency, µM (highest dose often 38.3 µM), for the others: at the top dose activity change, negative = inhibition, actives largely listed as inhibitors; actives 0.31% (n = 330,000); active = well fitted inhibition curve with a large enough effect; inconclusive = small, poorly fitted or top-dose-only effect; inactive = no such curve, though single readings can be large or run the other way; tested in mouse RAW 264.7 cells; note: potency is the fitted concentration of half-maximal effect; nearly all actives have a fitted effect of over 55% in size
B2AR arrestin: recruits beta-arrestin to the human beta2-adrenergic receptor; P07550; actives 0.02% (n = 330,000); Potency, µM (series often up to 46.1 µM), inactives show at the top dose activation, actives largely listed as activators; beta-arrestin recruitment to beta2AR, cell-based reporter;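 note: potency is the fitted concentration of half-maximal effect; 0% = DMSO controls and full agonism = EC100 isoproterenol or metaproterenol; nearly all actives have a fitted effect of over 65% in size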
BCR signal inh: chronic active BCR signaling inhibition. ABC-DLBCL IkBa-CBG/CBR reporter, luminescence ratio, 4 h. Potency, µM (highest dose often 46.1 µM), inactives show at the highest dose ratio change, negative = lower green/red ratio, actives largely listed as inhibitors. actives 0.05% (n = 340,000); active = well fitted inhibition curve with a large enough effect in the signal ratio, with a control signal flat, not every such curve was filed as active; inconclusive = small, poorly fitted or top-dose-only effect, or effect the other way, or a change in a side signal; the % refers to the signal ratio;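 note: potency is the fitted concentration of half-maximal effect; plate controls were basal doxycycline-induced cells for no effect and cells given 10 µM MG132 for full effect; MG132 reads +100%, hits lower the ratio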
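TMD8 human ABC-DLBCL cells with doxycycline-inducible IκBα–green luciferase fusion and unfused red luciferase, in 0.5% FBS medium; compounds up to 46 uM, 4 h at 37C. Green/red luminescence ratio, filter-overlap corrected, fitted to concentration-response curves.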
GALK inh: galactokinase (human) inhibition; AID 1868; Potency, µM (doses to about 57.5 µM), for inactives: top-dose activity change, negative = inhibition, hits mostly inhibitors; actives 0.007% (n = 270,000); Purified GALK, Kinase-Glo residual ATP luminescence; note: potency is the fitted concentration of half-maximal effect
Target sequence (P51570 whole entry, looked up): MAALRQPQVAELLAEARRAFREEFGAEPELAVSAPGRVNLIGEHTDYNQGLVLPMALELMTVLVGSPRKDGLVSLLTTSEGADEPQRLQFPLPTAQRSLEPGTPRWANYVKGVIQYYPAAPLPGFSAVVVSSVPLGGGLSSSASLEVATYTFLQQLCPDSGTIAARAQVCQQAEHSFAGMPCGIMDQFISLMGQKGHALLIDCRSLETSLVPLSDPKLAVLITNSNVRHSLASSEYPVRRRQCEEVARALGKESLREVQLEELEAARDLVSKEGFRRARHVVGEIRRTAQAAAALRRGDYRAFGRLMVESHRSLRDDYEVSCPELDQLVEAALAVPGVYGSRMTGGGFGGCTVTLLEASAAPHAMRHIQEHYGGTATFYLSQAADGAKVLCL
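5 nM enzyme, 35 uM ATP, 100 uM galactose, 20 mM HEPES pH8.0, 5 mM MgCl2; 1 h RT; residual ATP by Kinase-Glo Plus luminescence, qHTS format.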
FBPA coupling cs: coupling enzyme interference in Giardia aldolase counter-screen | actives 0.67% (n = 290,000) | activity change, negative = inhibition, % at 58.2 µM, hits read low | coupling enzyme system counterscreen, AmpLite Red fluorescence; in the data active = activity change below about -30%
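Counterscreen lacking aldolase: glyceraldehyde-3-phosphate coupling-enzyme reagent preincubated 10 min at RT with compound (at 57.5 uM final), then substrate/coupling system with AmpLite Red added; fluorescence read at 525/598 nm after 20 min RT.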
hERG WT inh: KCNH2 (human, wildtype) channel inhibition. U2OS, BacMam KCNH2, thallium flux FluxOr; hits give low values. activity change, % at 1.84 µM. actives 0.37% (n = 340,000);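 active = maximum activity change below -70%; inconclusive = maximum activity change between -70% and -50%; inactive = maximum activity change above -50%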
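U2OS cells transduced with wild-type KCNH2 virus are loaded with FluxOr dye for 45 min, and thallium flux is measured in kinetic reads before and after stimulation buffer. Rate constants are normalized to DMSO controls.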
Eya2 inh: inhibitors of human Eya2 phosphatase activity. actives 0.006% (n = 330,000). O00167. recombinant Eya2, OMFP fluorescence dephosphorylation (OMFP is methylfluorescein phosphate). Potency, µM (highest dose often 76.9 µM), for inactives: at the top dose activity, negative = inhibition, hits mostly inhibitors; note: potency is the fitted concentration of half-maximal effect
Target sequence (O00167 whole entry, looked up): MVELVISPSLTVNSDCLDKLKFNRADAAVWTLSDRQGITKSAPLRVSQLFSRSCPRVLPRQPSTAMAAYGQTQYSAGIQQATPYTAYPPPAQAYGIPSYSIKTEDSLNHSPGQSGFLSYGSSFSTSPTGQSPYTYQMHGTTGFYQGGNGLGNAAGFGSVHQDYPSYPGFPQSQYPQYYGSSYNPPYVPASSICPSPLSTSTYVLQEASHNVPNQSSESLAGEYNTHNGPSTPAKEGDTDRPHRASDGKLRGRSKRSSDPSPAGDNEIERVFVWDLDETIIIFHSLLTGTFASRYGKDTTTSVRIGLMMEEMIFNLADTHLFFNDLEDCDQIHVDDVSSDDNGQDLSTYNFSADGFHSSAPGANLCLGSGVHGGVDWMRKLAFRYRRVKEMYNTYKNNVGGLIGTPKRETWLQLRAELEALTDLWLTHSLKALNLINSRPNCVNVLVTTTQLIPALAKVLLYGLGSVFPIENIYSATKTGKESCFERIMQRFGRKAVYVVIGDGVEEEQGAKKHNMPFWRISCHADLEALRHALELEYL
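Eya2 (0.2 uM) preincubated 10 min at ambient with compound, then OMFP substrate added at 50 uM; 10 min reaction in 50 mM HEPES pH 7.5, 50 mM NaCl, 5 uM MgCl2, 0.05% BSA, 1 mM DTT. Fluorescence read at Ex 485/Em 525 nm.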
USP2a inh: inhibitors of human ubiquitin-specific protease USP2a | O75604 | USP2 core, Ub-CHOP2 coupled fluorogenic reporter, 485/531 | Potency, µM (series often up to 38.3 µM), without a hit: at the highest dose activity change, negative = inhibition, most hits filed as inhibitors | actives 0.01% (n = 330,000) | AID 463254;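 note: potency is the fitted concentration of half-maximal effect; plate controls were DMSO wells for no effect and full inhibition by NEM control for full effect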
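USP2 core (10nM final) preincubated 30min RT with compound in 20mM Tris-HCl pH 8.0, 2mM CaCl2, 2mM beta-mercaptoethanol, 0.05% CHAPS; 25nM Ub-CHOP2 plus 25nM reporter substrate added, fluorescence (Ex485/Em531) read after 60min.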
KCNH2 3.1 inh: blocks the human KCNH2 3.1 channel isoform. U2OS KCNH2 3.1, thallium flux FluxOr; hits give low values. activity change, % (tested at about 1.8 µM). actives 0.95% (n = 340,000). AID 720553;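 active = maximum activity change below -70%; inconclusive = maximum activity change from -70% to -50%; inactive = maximum activity change above -50%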;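 note: thallium influx rate constant from kinetic fluorescence after stimulation buffer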
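U2OS cells transduced with KCNH2 3.1 mutant virus (1.77 x 10^8 /mL, 4 h), plated overnight at 37 C, loaded 45 min with FluxOr dye plus Red40 quencher. Thallium flux rate constant from kinetic reads after stimulation buffer, normalised to controls.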
Numbers without * were called inactive; u = inconclusive; x = not tested or not shown; [ ] = remark or other dose. Unless noted, calls come from the whole dose curve; as a rule, active = well fitted curve in the direction sought with a large enough effect; inconclusive = small, poorly fitted or top-dose-only effect, or another doubt; inactive = no such curve, though single readings can be large; an effect the other way counts as inactive or inconclusive. Unless noted, % is set by controls: 0 for no effect and ±100 for the full control effect.

SMILES	Giardia killer	PKM2 act	uPA generation	B2AR arrestin	BCR signal inh	GALK inh	FBPA coupling cs	hERG WT inh	Eya2 inh	USP2a inh	KCNH2 3.1 inh
CSc1ccc(NC(=O)N2CCC(C(=O)c3ccc(F)cc3)CC2)cc1	-7.7	-2.9%	2.7%	0.1%	-0.4%	7.7%	-0.4	4.4	4.5%	1.0%	0.1
COc1ccc(CCC(=O)N2CCN(S(=O)(=O)c3cccc(Cl)c3)CC2)cc1	1.6	x	3.3%	2.2%	3.6%	x	x	-3.9	15.1%	0.7%	-6.3
Cc1ccc(C2NC(=O)NC3=C2CCc2ccccc23)cc1 (stereo unspecified)	-1.7	-0.6%	7.1%	-0.7%	u	-1.1%	-39.9*	-18.8	1.0%	2.4%	-7.5
FC(F)(F)c1ccccc1NC(=S)N1CCc2ccccc2C1	-3.2	4.9%	u	0.0%	-1.3%	0.1%	2.7	x	1.7%	2.8%	-14.8
CCCS(=O)(=O)N1CCCC(C(=O)NCCN2CCC(Cc3ccccc3)CC2)C1 (stereo unspecified)	14.2	-1.0%	1.0%	-0.2%	0.0%	0.0%	1.2	25.7	-5.1%	0.3%	-11.6
O=C1CCN(Cc2ccccc2)C=C1c1ccc(Br)cc1	3.1	x	u	0.5%	1.2%	x	x	-2.7	4.9%	8.8%	-9.9
COC(=O)CSc1nnc(-c2ccc(S(=O)(=O)N3CCCC3)cc2)n1C	-19.3	-16.3%	x	0.3%	u	0.0%	1.1	-11.5	-24.8%	2.4%	3.3
CN(CC(=O)Nc1ccc(F)cc1)C(=O)COC(=O)CSc1ccc(F)cc1	-7.1	x	-6.2%	0.1%	u	x	x	11.8	10.0%	1.8%	10.2
CC1(C)Cc2c(sc3nc(-c4ccccc4)n(N)c(=O)c23)CO1	25.2	-4.5%	-0.9%	0.1%	u	0.7%	x	-0.3	-19.7%	-7.8%	-11.7
CCCCOc1ccc(S(=O)(=O)Nc2ccc(NC(C)=O)cc2)cc1	5.6	3.3%	-6.9%	-0.4%	9.1%	-2.7%	-2.2	-1.9	5.3%	2.3%	1.6
O=C1Nc2ccccc2C(=O)C1(Cl)Cc1ccccc1 (stereo unspecified)	12.2	-3.9%	-5.1%	-0.4%	-4.4%	0.7%	1.2	0.3	u	1.1%	-6.1
CN(Cc1cccc(F)c1)C(=O)c1cccc(S(=O)(=O)N2CCN(Cc3ccccc3)CC2)c1	2.0	11.6%	-7.1%	-0.4%	-4.4%	-5.7%	x	-4.9	-0.8%	0.4%	8.3
CCCn1nnnc1-c1cc(Cl)cc(Cl)c1	-12.0	1.0%	x	-0.8%	2.4%	x	-1.0	5.7	0.1%	0.9%	0.1
Cc1ccc(C(=O)OCc2cc(=O)n3c(C)csc3n2)s1	-24.8	x	-5.0%	0.0%	u	x	x	2.3	-5.2%	0.3%	0.9
Cc1ccc(NC(=O)CN(C)S(=O)(=O)c2cccc3nsnc23)cc1	18.5	5.1%	3.1%	0.0%	-16.2%	-1.5%	0.4	-0.1	-13.7%	3.9%	-17.7
O=C(NCCc1ccccn1)C1CCN(S(=O)(=O)c2ccc3ccccc3c2)CC1	-26.5	24.9%	3.6%	-0.1%	0.6%	4.2%	3.4	-10.4	-1.7%	4.6%	2.1
CSc1ncccc1C(=O)OCC(=O)c1ccccc1	13.7	-5.9%	x	-0.1%	1.7%	0.6%	0.6	10.1	7.4%	10.6%	-16.4
Cc1ccc(NCCC(=O)c2ccccc2)cc1Cl	-9.1	-4.4%	4.9%	-0.3%	-8.7%	9.0%	-0.3	-5.5	3.6%	2.9%	1.0
CCOC(=O)N1CCC(NS(=O)(=O)c2cc(Br)cnc2N)CC1	-1.2	0.3%	3.1%	-1.6%	3.2%	0.9%	3.1	10.6	7.8%	0.4%	-0.9
Cc1cccc(N=C2NC(=O)/C(=C/c3cccn3C)S2)c1C	-6.7	23.5%	-1.1%	-0.2%	u	-4.1%	-0.2	6.3	0.3%	0.8%	0.8
O=C(Cc1ccccc1)N1CCC(c2nc(-c3ccc(F)cc3)no2)CC1	13.5	-2.7%	x	-0.3%	1.6%	-0.3%	3.3	-7.3	-8.4%	-11.2%	-10.5
Cc1ccc(NC(=O)C(C)SCc2nc3sc4c(c3c(=O)[nH]2)CCCC4)nc1 (stereo unspecified)	-4.5	-4.8%	-3.6%	-0.4%	-5.8%	-7.1%	x	-8.2	5.6%	2.1%	-6.8
O=C(Nn1cc(C(=O)Nc2ccc(F)cc2F)c2ccccc2c1=O)c1cnccn1	10.4	-3.6%	-8.3%	-0.1%	6.9%	0.0%	-2.8	3.1	-23.6%	12.4%	6.4
CCOc1c(Br)cc(CNc2ccc(N3CCOCC3)cc2)cc1OC	-0.3	13.3%	2.4%	-0.3%	-11.6%	1.2%	-5.1	-0.9	1.7%	2.4%	-2.0
Cc1cc(C(=O)Cn2nc(C(=O)O)c3ccccc3c2=O)c(C)n1-c1cccc(C(F)(F)F)c1	33.5[activator]	4.4%	0.4%	-0.6%	-2.3%	1.5%	1.1	4.1	-9.1%	0.5%	20.1
CC(C)(C#N)NC(=O)c1ccco1	-25.6	5.5%	2.7%	-0.3%	6.1%	0.1%	1.1	-3.7	7.4%	4.8%	2.4
CC1(C)CC(=O)C=C(Nc2ccc(Br)cc2F)C1	-3.2	-1.7%	-3.3%	-0.1%	-11.0%	-2.4%	3.3	-4.7	3.9%	0.9%	1.6
COc1ccc(C)cc1S(=O)(=O)N1CCC(C)CC1	3.5	-2.9%	x	0.4%	0.6%	2.1%	-0.6	-26.5	-1.9%	0.0%	11.4
CCOC(=O)N1CCN(C(=O)c2c(-c3ccccc3)noc2C)CC1	12.5	10.1%	-11.5%	0.1%	u	0.4%	8.0	-19.8	-7.2%	0.1%	0.3
Cc1cc(C)cc(N=C2NC(=O)/C(=C/c3cccs3)S2)c1	-19.1	-3.1%	-11.7%	2.4%	u	0.4%	1.8	x	-1.6%	-7.4%	-1.7

Two compounds drawn at random from the list so far, as already listed:
SMILES	Giardia killer	PKM2 act	uPA generation	B2AR arrestin	BCR signal inh	GALK inh	FBPA coupling cs	hERG WT inh	Eya2 inh	USP2a inh	KCNH2 3.1 inh
CCOC(=O)N1CCC(NS(=O)(=O)c2cc(Br)cnc2N)CC1	-1.2	0.3%	3.1%	-1.6%	3.2%	0.9%	3.1	10.6	7.8%	0.4%	-0.9
O=C1CCN(Cc2ccccc2)C=C1c1ccc(Br)cc1	3.1	x	u	0.5%	1.2%	x	x	-2.7	4.9%	8.8%	-9.9

Other structures.
SMILES	Giardia killer	PKM2 act	uPA generation	B2AR arrestin	BCR signal inh	GALK inh	FBPA coupling cs	hERG WT inh	Eya2 inh	USP2a inh	KCNH2 3.1 inh
O=[N+]([O-])c1cc(C(F)(F)F)cc([N+](=O)[O-])c1N1CCCNCC1	21.0	1.2%	-3.6%	-0.5%	3.3%	0.7%	-0.3	0.7	2.3%	-1.0%	-26.2
CCOc1ccc(CN(C)CC(O)COC(c2ccc(OC)cc2)c2ccc(OC)cc2)cc1 (stereo unspecified)	-3.8	x	-2.3%	-0.4%	u	10.5%	-0.9	-85.1*	4.3%	-7.7%	-93.2*
O=C(c1cccc(-c2ccc(O)cc2)c1)N1CCOCC1	20.2	-2.7%	-8.2%	-0.2%	u	1.7%	0.8	1.7	-2.4%	-0.2%	-0.6
CCN(C(=S)NCc1ccccc1)c1ccccc1	-1.6	-5.5%	-1.9%	-0.2%	-10.8%	1.1%	1.0	9.8	-28.3%	-3.2%	-10.8
O=C(Nc1nnc(-c2ccc(Cl)cc2)o1)c1cccc(N2C(=O)CCC2=O)c1	-2.5	-7.3%	-5.6%	-3.9%	u	-4.1%	-4.4	20.1	1.1%	0.3%	3.8
Cc1ccc(S(=O)(=O)NCC(=O)N(c2ccccc2)C(C(=O)NCc2ccccc2)c2ccco2)cc1 (stereo unspecified)	17.6	-2.1%	-19.8%	-0.1%	0.6%	-0.3%	-0.2	5.9	2.8%	-0.9%	-7.5
COc1ccc(Cl)cc1NC(=O)COC(=O)CCc1cc(OC)c(OC)c(OC)c1	-2.8	-1.3%	-3.8%	-0.3%	-17.0%	11.3%	-3.7	17.7	2.8%	3.0%	15.0
CSc1nc2sc(-c3ccccc3)cc2c(=O)n1N	-12.5	-17.1%	-2.8%	0.0%	u	x	-0.8	-5.9	-15.0%	2.5%	-3.9
CCN(CC(=O)Nc1ccc(NC(C)=O)cc1)C(=O)/C=C/c1c(C)nn(-c2ccc(F)cc2)c1Cl	7.4	x	0.6%	0.0%	0.8%	x	x	0.4	-23.7%	1.7%	-0.1
CN1C(=O)CC2(CC(=O)N(Cc3ccccc3)C2)C1=O (stereo unspecified)	27.3	-1.7%	3.0%	0.2%	4.2%	0.3%	4.9	0.5	-1.6%	1.4%	-28.2
CC(OC(=O)CCOc1ccccc1)C(=O)NC1CC1 (stereo unspecified)	7.2	x	3.8%	-0.1%	-7.8%	x	x	0.2	-2.2%	-0.6%	0.6

Bioassay records as filed in PubChem.
